SMN2 splice up = SMN2 splice variant enhancement; Potency, µM (highest dose often 46.1 µM), for the others: at the top dose activity change, positive = activation, actives largely listed as activators; hit rate 2.8% among 210,000; HEK293 SMN2-luciferase splicing reporter, luminescence, 30-36 h; AID 1458; further: % of control where 0% means no effect; nearly all actives have a fitted effect of over 55% in size
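HEK293 cells carry an SMN2 minigene-luciferase reporter in which exon 7 inclusion puts luciferase in frame. Cells were seeded at 2000 cells/well, attached for 10-12 hours, then exposed to compounds for 30-36 hours at 37C before ONE-Glo luminescence.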
GAA glycogen = GAA glycogen-cleavage inhibition or activation. recombinant GAA, glycogen substrate, Amplex Red glucose oxidase fluorescence. hit rate 0.38% among 300,000. Potency, µM (series often up to 76.4 µM), for inactives: at the top dose activity change, negative = inhibition, actives largely listed as inhibitors;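 further: 0% = full enzyme reaction and -100% = no-enzyme basal signal; the screen sought inhibitors and activators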
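Recombinant human enzyme (4 nM); glycogen substrate; 37 C, 40 min, pH 5.0. Readout: coupled glucose oxidase/Amplex Red fluorescence.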
GAA inhib = blocks human lysosomal alpha-glucosidase. hit rate 0.005% among 200,000. purified human GAA, 4-MU-alpha-glucoside fluorescence. P10253. Potency, µM (doses to about 76.9 µM), inactives show at the top dose activity change, negative = inhibition, usual class: inhibitors;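 further: plate controls were uninhibited enzyme wells for no effect and no-enzyme background for full effect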
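AC50 values come from Hill fits of compound titrations (up to 77 uM) against 4 nM human enzyme. Substrate 4-methylumbelliferyl-alpha-D-pyranoside at 400 uM, pH 5.0 citrate buffer, 20 min room temperature; fluorescence Ex 365/Em 440 after alkaline stop.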
GLA spleen mod = alpha-galactosidase A (human) modulation; Potency, µM (top dose mostly 80 µM), without a hit: at the top dose activity change, negative = inhibition, usual class: inhibitors; P06280; AID 2107; human spleen homogenate, 4MU-alpha-Gal fluorescence, 40 min; hit rate 0.008% among 240,000;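 further: 0% = enzyme with vehicle and -100% = no enzyme basal signal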
Target sequence (P06280 32-429 limits assumed): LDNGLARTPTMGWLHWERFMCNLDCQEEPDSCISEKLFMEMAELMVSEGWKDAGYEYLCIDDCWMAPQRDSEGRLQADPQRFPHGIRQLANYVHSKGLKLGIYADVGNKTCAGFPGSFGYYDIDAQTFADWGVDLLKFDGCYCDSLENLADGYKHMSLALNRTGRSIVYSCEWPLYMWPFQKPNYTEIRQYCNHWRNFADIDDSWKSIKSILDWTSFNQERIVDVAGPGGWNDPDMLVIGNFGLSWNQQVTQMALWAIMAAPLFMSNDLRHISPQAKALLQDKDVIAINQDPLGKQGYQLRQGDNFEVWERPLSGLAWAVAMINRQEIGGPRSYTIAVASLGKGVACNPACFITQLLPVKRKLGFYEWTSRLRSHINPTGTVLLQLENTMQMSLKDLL
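Inhibition or activation of alpha-galactosidase in human spleen homogenate is scored by 4-MU fluorescence after 40 min at 37C, pH 5.0, with 1 mM substrate. AC50s come from concentration-response fitted to the Hill equation.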
aGlu spleen mod = inhibits or activates alpha-glucosidase in human spleen homogenate. human spleen homogenate, 4-MU-alpha-glucoside fluorescence. P10253. hit rate 0.006% among 240,000. Potency, µM (series often up to 79.9 µM), for the others: at the highest dose activity change, negative = inhibition, usual class: inhibitors;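 further: 0% = enzyme with vehicle and -100% = no enzyme basal signal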
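Compounds were titrated against alpha-glucosidase in spleen homogenate at pH 5.0, with 1 mM 4-methylumbelliferyl substrate for 40 min at 37 C. Reactions were quenched with pH 10 NaOH/glycine and fluorescence measured.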
ALDH1A1 inh = ALDH1A1 (human) enzyme inhibition; Purified ALDH1A1, NADH fluorescence, propionaldehyde substrate; P00352; hit rate 7.3% among 220,000; Potency, µM (titrated, usually from 75.3 µM), without a hit: at the highest dose activity, negative = inhibition, actives largely listed as inhibitors; active means well fitted inhibition curve with a large enough effect, not every such curve was filed as active; inconclusive means small, poorly fitted or top-dose-only effect, or another doubt; inactive means no such curve, though single readings can be large or run the other way;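 further: plate controls were no enzyme wells and a reference inhibitor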
RGS12 GoLoco inh = blocks human Gai1 binding to RGS12 GoLoco peptide, red readout; P63096; Potency, µM (top dose mostly 61.6 µM), for inactives: at the top dose activity, negative = inhibition, hits mostly inhibitors; hit rate 0.44% among 230,000; Gai1:RGS12 GoLoco peptide FP, rhodamine, 10 min; active means well fitted inhibition curve with a large enough effect, not every such curve was filed as active; inactive means no such curve, though single readings can be large or run the other way; further: on the % scale 0 is the no-effect control and ±100 the full control effect; nearly all actives have a fitted effect of over 30% in size; many of its hits are not listed in these tables
Target sequence (P63096 whole entry, looked up): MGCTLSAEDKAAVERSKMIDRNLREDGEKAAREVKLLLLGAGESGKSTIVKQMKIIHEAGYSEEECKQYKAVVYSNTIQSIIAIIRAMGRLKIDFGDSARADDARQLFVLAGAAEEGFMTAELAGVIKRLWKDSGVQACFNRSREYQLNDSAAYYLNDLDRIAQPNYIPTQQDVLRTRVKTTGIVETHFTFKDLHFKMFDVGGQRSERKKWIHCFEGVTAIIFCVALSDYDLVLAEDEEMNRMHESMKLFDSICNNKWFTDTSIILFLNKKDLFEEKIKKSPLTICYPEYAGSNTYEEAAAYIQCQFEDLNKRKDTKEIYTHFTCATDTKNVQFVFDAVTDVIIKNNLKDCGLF
KDM4E inh = JMJD2E (human) inhibition. B2RXH2. JMJD2E catalytic domain, FDH-coupled NADH fluorescence (FDH is formaldehyde dehydrogenase). Potency, µM (highest dose often 57.1 µM), for inactives: at the top dose activity change, negative = inhibition, hits mostly inhibitors. hit rate 1.6% among 230,000. AID 2147; active means well fitted inhibition curve with a large enough effect, not every such curve was filed as active; inconclusive means small, poorly fitted or top-dose-only effect, or another doubt; inactive means no such curve, though single readings can be large or run the other way;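 further: 0% = wells with enzyme and -100% = buffer wells without enzyme; nearly all actives have a fitted effect of over 50% in size; many of its hits are not listed in these tables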
Target sequence (B2RXH2 1-337 limits assumed): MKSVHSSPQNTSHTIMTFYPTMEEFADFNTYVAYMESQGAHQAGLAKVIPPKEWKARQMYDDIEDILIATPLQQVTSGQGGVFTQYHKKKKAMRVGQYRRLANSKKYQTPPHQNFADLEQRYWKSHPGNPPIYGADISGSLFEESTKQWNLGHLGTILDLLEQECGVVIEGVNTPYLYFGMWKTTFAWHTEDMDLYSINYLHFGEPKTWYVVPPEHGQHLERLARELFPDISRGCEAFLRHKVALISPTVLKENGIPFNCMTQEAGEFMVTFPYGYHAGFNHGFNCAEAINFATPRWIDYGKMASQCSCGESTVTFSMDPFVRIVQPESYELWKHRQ
* marks the source's active call; other numbers are inactive results; ? = inconclusive; / = no result given; [ ] = another dose, or the depositor's remark. Unless noted, the call rests on the fitted dose curve; in most records, active means well fitted curve in the direction sought with a large enough effect; inconclusive means small, poorly fitted or top-dose-only effect, or another doubt; inactive means no such curve, though single readings can be large; an effect the other way counts as inactive or inconclusive. Potency means the concentration at half of the fitted maximal effect. A portion of the library; rates above refer to the full screens.

SMILES | SMN2 splice up | GAA glycogen | GAA inhib | GLA spleen mod | aGlu spleen mod | ALDH1A1 inh | RGS12 GoLoco inh | KDM4E inh
O=C(C1=NN[C@@H]2C(=O)N(c3cccc(F)c3)C(=O)[C@H]12)C(c1ccccc1)c1ccccc1 | 16% | 12% | -13% | 7% | -8% | ? | 17% | -5%
Cc1cc(NC(=O)CCc2ccccc2)c([N+](=O)[O-])cc1C | 6% | 6% | 7% | -4% | -4% | 10% | -5% | -1%
COc1ccccc1C(=O)N/C(=N/c1nc(C)cc(C)n1)Nc1ccccc1 | / | -3% | -6%[15.4 µM] | 2% | 3% | 11% | 8% | ?
Cn1cnc2cc(NS(=O)(=O)c3ccc(Br)cc3)ccc21 | -24% | -5% | 1% | 13% | 2% | 1% | 3% | 5%
Cc1ccc(COCC(CC(C)C)N2CCN(C(=O)c3cccc(C(F)(F)F)c3)CCC2=O)cc1 (stereo not given) | -17% | -10% | -13% | 4% | 2% | 3% | -13% | -9%
Cc1ccc(SCc2cn3cccnc3n2)cc1 | 21% | 7% | 7% | 6% | 10% | ? | 3% | -3%
O=C(CSc1nc(-c2ccccc2)cc(=O)[nH]1)Nc1ccccn1 | 1% | 9% | -7% | 0% | -7% | ? | 8% | 2%
CC(C)CNS(=O)(=O)c1cc(C(=O)OCC(=O)c2ccc3c(c2)OCCO3)c(Cl)cc1Cl | -8% | ? | -13% | 1% | -6% | -3% | -9% | 3%
O=C(NNC(=S)Nc1ccccc1C(F)(F)F)c1ccc(Br)o1 | / | -17% | -7% | 0% | 5% | ? | 3% | 38%[activator]
CCCN(CCC)S(=O)(=O)c1ccc(C(=O)NCc2ccc3c(c2)OCO3)cc1 | -7% | -9% | -17% | -4% | -7% | 13% | -3% | 2%
Cc1cccc2cc(CN(C(=O)c3cccs3)c3ccccc3)c(=O)[nH]c12 | 12% | -2% | -6% | -2% | -6% | ? | 3% | 6%
CCC(C)[C@H](NC(=O)NCc1ccc(OC)c(OC)c1)C(=O)O (stereo not given in full) | / | 0% | / | 6% | 3% | / | -2% | 6%
CC(=O)c1ccc(Nc2cnn(C34CC5CC(CC(CC(=O)O)(C5)C3)C4)c(=O)c2Cl)cc1 | -1% | -3% | -6% | -2% | 0% | 6% | -1% | 0%
CN(C)/C=C/C(=O)c1ccc(S(=O)(=O)c2ccccc2)cc1 | -8% | -16% | ? | -9% | -1% | ? | 3% | -3%
CCOC(=O)CNC(=O)Cc1ccc(OC)cc1 | / | 3% | / | 0% | -3% | / | -11% | 8%

Grouped by structure, the entries above with a Cl atom
SMILES | SMN2 splice up | GAA glycogen | GAA inhib | GLA spleen mod | aGlu spleen mod | ALDH1A1 inh | RGS12 GoLoco inh | KDM4E inh
CC(C)CNS(=O)(=O)c1cc(C(=O)OCC(=O)c2ccc3c(c2)OCCO3)c(Cl)cc1Cl | -8% | ? | -13% | 1% | -6% | -3% | -9% | 3%
CC(=O)c1ccc(Nc2cnn(C34CC5CC(CC(CC(=O)O)(C5)C3)C4)c(=O)c2Cl)cc1 | -1% | -3% | -6% | -2% | 0% | 6% | -1% | 0%

Next part.
SMILES | SMN2 splice up | GAA glycogen | GAA inhib | GLA spleen mod | aGlu spleen mod | ALDH1A1 inh | RGS12 GoLoco inh | KDM4E inh
Cc1ccc(C)c(S(=O)(=O)N2CCC(c3nc4c(nnn4Cc4ccc(F)cc4)c(=O)[nH]3)CC2)c1 | 3% | -10% | -8% | 5% | -8% | -10% | 7% | 1%
CCOc1ccccc1C(=O)Nc1ccccc1O | -8% | ? | -4% | 1% | -8% | 2% | -5% | 13%
CCN1C(=O)CC(NCc2ccc3c(c2)OCO3)C1=O (stereo not given) | 8% | 8% | -8% | ? | 10% | -2% | 5% | -3%
CCCCC(=O)OCC(=O)Nc1ccc(C)c(F)c1 | -13% | 3% | -2% | -6% | 3% | -28% | -1% | -8%
Cc1cc(C)nc(N2CCC(CNC(=O)CCc3ccccc3)CC2)n1 | -7% | 12% | -8% | -7% | -6% | ? | 3% | ?
O=C(CSc1cn(CCNC(=O)c2cccs2)c2ccccc12)NC1CCCC1 | -52%[inhibitor] | 3% | 4% | -18% | -4% | ? | -9% | -2%
CC(=O)c1cccc(NC(=O)C(Sc2ncnc3ccccc23)c2ccccc2)c1 (stereo not given) | -27% | 3% | ? | 2% | -11% | 4% | -20% | 0%
C[N+]1(CCOS(=O)C23CC4CC(CC(C4)C2)C3)CCOCC1 (stereo not given) | -8% | -21% | -1% | 4% | 0% | -1% | -39% | -3%
Cc1cccc(N(CC(O)CON=C2c3ccccc3-c3ccccc32)S(C)(=O)=O)c1 (stereo not given) | -16% | -9% | -8% | -5% | -9% | -3% | -2% | -1%
COC(=O)CSc1nnc(C2COc3ccccc3O2)n1-c1ccccc1 (stereo not given) | 20% | 1% | -5% | 0% | -4% | -8% | 7% | 11%
COc1ccc(OCc2n[nH]c(=S)o2)cc1 | -46%[inhibitor] | -14% | -4% | 11% | 8% | 10µM* | -11% | 17%
O=C(C[n+]1cn(C(F)F)c2ccccc21)c1ccc(OC(F)F)cc1 | ? | -12% | ? | 6% | -1% | 9.5µM* | -24% | -8%
CCOC(=O)c1c(C)nc2c(C#N)cnn2c1C | 3% | -3% | -1% | 0% | -2% | ? | -9% | ?
COc1cc(C2C(C(C)=O)=C(O)C(=O)N2c2ccc(C)cc2)ccc1O (stereo not given) | 0% | -27% | 3%[15.4 µM] | 9% | -1% | -16% | 18% | ?
O=C(Cc1ccccc1[N+](=O)[O-])Nc1ccccc1C(=O)N1CCOCC1 | / | 16% | 1% | -1% | 1% | 8% | 13% | 8%
COc1ccc(-c2cc(C(=O)NCC(C)C)no2)cc1 | 11µM* | -4% | 0% | -5% | -2% | 5% | -13% | -17%
CC(C)C(c1nnnn1CC1CCCO1)N1CCN(Cc2ccc3c(c2)OCO3)CC1 (stereo not given) | -16% | 7% | -14% | 0% | -4% | -5% | -2% | 0%
Cc1csc(N(C(=O)Cc2ccccc2F)c2ccccc2)n1 | -5% | -8% | -3% | 4% | 5% | 2% | 10% | -2%
Cc1ccc(N2CCN(S(=O)(=O)N(C)C)CC2)cc1C | -10% | -1% | 12% | 4% | 7% | 9% | 0% | 2%
Cn1c(OCc2cccnc2)nc2c1c(=O)n(Cc1ccc(F)cc1)c(=O)n2C | / | 5% | / | -4% | 7% | / | 6% | 4%
Cc1ccc(C(=O)N2CCN(c3cc4c(cc3[N+](=O)[O-])n(C)c(=O)n4C)CC2)cc1 | -27% | 3% | 5% | 2% | 5% | ? | 6% | 9%
CCOc1ccc(-c2c(=O)n(OCc3ccc([N+](=O)[O-])cc3)c3ccccc3[n+]2[O-])cc1 | -29% | -3% | -3% | -1% | -6% | 20µM* | 6% | 3%
Cc1cc(C)cc(OCC(=O)N2CCCCCC2)c1 | -15% | -6% | -11% | 4% | 1% | 6% | 0% | 10%
Cc1ccc(-c2nnc(Cc3ccc(Cl)cc3)o2)cc1 | 21% | -14% | -3% | -3% | -6% | 1% | -3% | -1%
COc1ccc(C(c2nnnn2C2CCCC2)N2CCC(C)CC2)cc1 (stereo not given) | 28% | 0% | 10% | 1% | -4% | ? | -1% | 4%
Cc1nc(N)ncc1C(=O)Nc1ccccc1 | 3% | 14% | -6% | 3% | / | 1% | -1% | 7%
CC(=O)c1cnc2c(-c3cccc(Br)c3)cnn2c1C | ? | -3% | 9% | -1% | -9% | 18% | 2% | -23%
O=C(CNC(=S)N(CCCN1CCOCC1)Cc1cccs1)NC1CCCCCCC1 | -2%[1.84 µM] | 7% | -4% | 4% | 6% | ? | 3% | 7%
CC1CCC2(CC1)NC(=O)N(CC(=O)Nc1ccc3c(c1)OCCO3)C2=O (stereo not given) | ? | -3% | -11% | -1% | -1% | -3% | 6% | 4%
COCCN(C(=O)CCc1ccc(OC)cc1)c1nnc(-c2ccncc2)s1 | / | 5% | 3% | -4% | 0% | 22µM* | 10% | ?
CCc1ccc(NC(=S)Nc2ccc3cn[nH]c3c2)cc1 | 29% | -10% | 3% | -5% | -5% | ? | 0% | -9%
O=C(Nc1ccccc1)c1cc(S(=O)(=O)N2CCOCC2)cs1 | -75%[inhibitor] | 5% | ? | 5% | 4% | -1% | 10% | 0%
Cc1nc2ccccc2c(=O)n1NC(=O)c1ccc([N+](=O)[O-])cc1 | 0% | 1% | 0% | -5% | -1% | 2% | -9% | -2%
Cc1ccc(NC(=O)/C(Cl)=C/c2ccccc2)cc1C | ? | -5% | -9% | -3% | -5% | 2% | 1% | -7%
CC(=O)c1ccc(N2CCN(C(=S)Nc3cc(C)ccc3C)CC2)cc1 | -11% | -3% | 5% | -4% | -1% | 4% | 3% | -4%
CC1CC(C)CN(S(=O)(=O)c2ccc(Oc3ccc([N+](=O)[O-])cc3)cc2)C1 (stereo not given) | 6%[1.84 µM] | 8% | -1% | -10% | -4% | ? | -9% | -1%
COc1ccc(C2C(CC(=O)O)=C(O)C(=O)N2c2ccccc2)cc1 (stereo not given) | 15% | 14µM* | 8% | 18% | -1% | 18µM* | 9% | ?
CCOc1ccc(-c2cc(CCCC(=O)NCc3ccco3)no2)cc1 | 10% | -8% | 4% | 4% | -3% | -14% | -8% | 1%
CC(C)CC(=O)CC1(O)C(=O)Nc2ccccc21 (stereo not given) | / | 17% | 8% | 2% | 1% | 18% | 14% | 0%
O=C(COC(=O)Cc1ccccc1F)Nc1ccc2c(c1)OCO2 | 10% | 2% | -11% | -2% | -19% | 0% | 11% | 2%
Cc1cccn2c(CNCCCOc3cccnc3)c(C(=O)N3CCOCC3)nc12 | / | 14% | -6% | -3% | -6% | -1% | 5% | ?
COc1cccc(CNC(=O)Cn2nc(-c3ccc(Cl)cc3)ccc2=O)c1 | -27% | -7% | -5% | 4% | -2% | -5% | 4% | -6%
O=C(Cc1csc(NC(=O)c2ccccc2)n1)NO | -1% | -1% | 5% | 3% | / | 6% | -6% | ?
COc1cc(NC(=O)c2cccs2)c(C(=O)OCC(=O)c2cc(C)n(-c3ccccc3)c2C)cc1OC | 13% | 0% | 20% | 4% | -4% | -1% | -15% | 3%
Cc1cc(C)n2c(SCc3ccc(C#N)cc3)nnc2n1 | -10% | 10% | -6% | 2% | 1% | -4% | 8% | -4%
NC(=O)CSc1nnc(C2CC2)n1Cc1ccccc1 | -23% | 1% | -6% | -5% | -6% | -2% | -2% | 0%
CCCCN(CC)C(=S)Nc1ccc2nc3n(c(=O)c2c1)CCCCC3 | -17% | 3% | 9% | -2% | -2% | ? | -3% | ?

Bioassay records deposited in PubChem by National Center for Advancing Translational Sciences (NCATS).
